Rab2 wt GTP: modulators of GTP binding to Rab2A wildtype, primary screen, biochemical, dog, bead-based flow cytometry, multiplex. AID 760, 2007. GTP binding activity, % at 10 µM. GST-Rab2 wt beads, Bodipy-GTP binding. hit rate 0.19% among 190,000;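 active means GTP binding activity at least 20 points away from 100%, either lowered or raised; inconclusive means signal likely due to the compound's own green fluorescence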;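 further: 0% = beads with excess unlabeled GTP and 100% = no-compound control corrected for plate trend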
Rab7 wt GTP bind: modulators of GTP binding to Rab7, primary screen, biochemical, wildtype, multiplex bead flow cytometry | GST-Rab7 beads, fluorescent GTP binding; actives lie on both sides; untreated = 100%, excess cold GTP = 0% | AID 758, 2007 | Rab7 GTPase wild type (dog), Bodipy-FL-GTP binding | hit rate 0.055% among 190,000 | GTP binding activity (percent of control), % at 10 µM;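 active means fluorescent GTP binding to Rab7 beads changed by at least 20 points from the 100% baseline, either direction, mostly lower; inconclusive means compound itself probably fluorescent, or too few beads counted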;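 further: median green fluorescence of bound Bodipy-FL-GTP per Rab7 bead population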
Bim-Mcl-1: inhibitors of Bim peptide binding to Mcl-1, primary screen, biochemical, bead-based flow cytometry, multiplex. AID 1009, 2008. Induced myeloid leukemia cell differentiation protein Mcl-1 (Homo sapiens), Q07820. hit rate 0.1% among 190,000. Bim peptide-Mcl-1 binding. inhibition, % at 10 µM; in the data active means inhibition above about 40%;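 further: 0% = no compound tracer wells and 100% = peptide blocker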
Target sequence (Q07820 whole entry, looked up): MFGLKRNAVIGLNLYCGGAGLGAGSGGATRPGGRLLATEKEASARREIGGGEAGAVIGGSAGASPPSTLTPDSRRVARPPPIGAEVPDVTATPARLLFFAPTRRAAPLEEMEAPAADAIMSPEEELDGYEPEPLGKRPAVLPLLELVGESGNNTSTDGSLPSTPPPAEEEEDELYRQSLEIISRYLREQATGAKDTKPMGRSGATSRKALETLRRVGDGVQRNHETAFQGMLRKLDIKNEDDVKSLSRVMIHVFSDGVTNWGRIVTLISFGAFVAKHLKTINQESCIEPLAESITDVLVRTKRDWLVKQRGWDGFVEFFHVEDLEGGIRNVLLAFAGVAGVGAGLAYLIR
Mcl1 Noxa PPI: Mcl-1/Noxa binding inhibitors, primary screen, biochemical, TR-FRET, 1536-well. inhibition, % at 21.7 µM. AID 1022, 2008. TR-FRET Mcl-1/Noxa peptide binding, 2 h. Induced myeloid leukemia cell differentiation protein Mcl-1 (Homo sapiens), Q07820. hit rate 1.5% among 220,000;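 active means compounds that cut the protein-peptide binding signal by more than 50% relative to plate controls in a single-dose test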;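 further: His-tagged Mcl-1 with rhodamine Noxa BH3 peptide and terbium anti-His antibody; 0% = Mcl-1 plus Noxa peptide wells and 100% = peptide-only wells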
HRas wt GTP bind: modulators of GTP binding to HRas wildtype, primary screen, biochemical, bead-based flow cytometry, multiplex; GTPase HRas (Homo sapiens), P01112; GST-Ras wt beads, Bodipy-FL-GTP binding; actives lie on both sides; GTP binding activity, % at 10 µM; hit rate 0.14% among 190,000;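 active means GTP binding activity at least 20% away from the 100% baseline, either lowered as inhibitor or raised as activator; inconclusive means flagged as likely green fluorescent, judged across all proteins in the well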;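 further: 0% = unlabeled GTP competition control and 100% = no-compound control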
Pf gamet viab: late stage P. falciparum gametocyte viability inhibitors, primary screen, ATP luminescence, HTS; P. falciparum stage V gametocytes, 24 h; inhibition, % at 10.9 µM; hit rate 0.065% among 150,000;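 active means inhibition above the mean plus 3 SD of compounds within the control limits, set per campaign, cut at about 38% in these data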;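 further: 0% = DMSO wells and 100% = medium only without gametocytes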
Mcl1 Bid PPI: Mcl-1/Bid binding inhibitors, primary screen, biochemical, TR-FRET, 1536-well. inhibition, % at 21.7 µM. TR-FRET Mcl-1/Bid-Dy647 peptide binding. hit rate 0.97% among 220,000;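 active means compounds that cut the binding signal by more than half at the single screening dose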;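 further: His-tagged Mcl-1 with europium anti-His antibody binding Bid BH3 peptide; 0% = Mcl-1 plus peptide wells and 100% = peptide-only wells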
Cdc42 wt GTP: modulators of GTP binding to wildtype Cdc42, primary screen, biochemical, multiplex bead flow cytometry, Bodipy-GTP; Cell division control protein 42 homolog (Homo sapiens), P60953; GST-Cdc42 beads; actives lie on both sides; percent activity (GTP binding), % at 10 µM; hit rate 0.2% among 190,000; AID 761, 2007;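 active means percent activity GTP binding at least 20 points away from the 100% baseline, either down as inhibitor or up as activator; inconclusive means compound flagged as likely green fluorescent from well-wide comparison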;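 further: median bead fluorescence of bound Bodipy-FL-GTP at 100 nM; 0% = excess unlabeled GTP control and 100% = no compound control; below 100% means less GTP binding so inhibitor and above means activator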
Target sequence (P60953 whole entry, looked up): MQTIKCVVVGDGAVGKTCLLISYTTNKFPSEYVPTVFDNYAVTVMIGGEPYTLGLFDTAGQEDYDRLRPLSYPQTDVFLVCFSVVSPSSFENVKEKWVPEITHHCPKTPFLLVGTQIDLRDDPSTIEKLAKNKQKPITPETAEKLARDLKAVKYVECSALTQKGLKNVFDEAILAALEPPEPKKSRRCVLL
Rac1 wt modul: wildtype Rac1 GTP binding modulators, primary screen, biochemical, GST-Rac1 beads, flow cytometry, multiplex | Ras-related C3 botulinum toxin substrate 1 (Homo sapiens), P63000 | fluorescent GTP binding; actives lie on both sides; 0 = cold GTP competed, 100 = untreated | GTP binding activity (% of control), % at 10 µM | hit rate 0.27% among 190,000;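 active means GTP binding activity at least 20 points away from the 100% control level, either lower or higher; inconclusive means compound flagged as likely green fluorescent, judged across all proteins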
Rac1 mut GTP: GTP binding modulators of activated mutant Rac1, primary screen, biochemical, bead-based flow cytometry, multiplex, fluorescent GTP. AID 764, 2007. hit rate 0.11% among 190,000. Ras-related C3 botulinum toxin substrate 1 (Homo sapiens), P63000. GST-Rac1 activated beads; actives lie on both sides; 100% means binding = to untreated wells. percent activity (GTP binding), % at 10 µM;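 active means GTP binding at least 20 percentage points away from the 100% baseline, in either direction, so actives lie on both sides; inconclusive means Compound likely fluorescent itself, or too few beads counted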
RGS8-Gao: RGS8-Galphao binding modulators, primary screen, biochemical, multiplexed bead flow cytometry | actives lie on both sides | response (percent of control binding), % at 10 µM | hit rate 0.34% among 220,000 | AID 1423, 2008; in the data active means response below about 60% or above about 140%; inactive means in between;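 further: Galphao activated as the GDP aluminium fluoride complex binding bead-coupled RGS8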
Target sequence (P09471 whole entry, looked up): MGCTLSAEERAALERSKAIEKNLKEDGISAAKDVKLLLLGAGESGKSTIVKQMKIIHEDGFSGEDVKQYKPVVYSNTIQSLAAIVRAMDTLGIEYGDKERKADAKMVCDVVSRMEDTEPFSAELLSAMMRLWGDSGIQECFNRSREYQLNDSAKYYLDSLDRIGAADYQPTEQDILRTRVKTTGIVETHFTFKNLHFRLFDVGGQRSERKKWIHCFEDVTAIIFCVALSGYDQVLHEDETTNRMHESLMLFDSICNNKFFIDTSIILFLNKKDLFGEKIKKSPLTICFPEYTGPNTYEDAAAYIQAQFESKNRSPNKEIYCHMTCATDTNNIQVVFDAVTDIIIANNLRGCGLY
Numbers without * were called inactive; ? = inconclusive; / = not tested or not shown.

SMILES	Rab2 wt GTP	Rab7 wt GTP bind	Bim-Mcl-1	Mcl1 Noxa PPI	HRas wt GTP bind	Pf gamet viab	Mcl1 Bid PPI	Cdc42 wt GTP	Rac1 wt modul	Rac1 mut GTP	RGS8-Gao
O=C1CCC(=O)N1c1ccc(NC2CCN(Cc3ccccc3)CC2)c([N+](=O)[O-])c1	97.0	97.0	-21.0	10.8	97.0	11.1	7.5	96.0	96.0	95.0	107.3
Cc1noc(C)c1COC(=O)c1cc2ccccc2cc1O	99.0	102.0	-2.0	4.9	99.0	-2.3	18.4	96.0	102.0	95.0	98.9
Cc1nnc(SCc2ccc3c(c2)OCO3)s1	103.0	102.0	-1.0	5.6	103.0	/	17.8	105.0	108.0	100.0	99.6
CN(C)S(=O)(=O)NC(c1ccccc1)c1ccccc1	93.0	93.0	-5.0	-15.7	94.0	-20.7	0.0	98.0	93.0	94.0	106.1
CCOc1ccc2c(c1)n(CO)c(=S)n2CO	98.0	96.0	-2.0	8.2	98.0	-10.0	-52.8	101.0	95.0	95.0	99.6
CNC(=O)C1=C(C)n2c(nc3ccccc32)NC1c1ccc(OC)cc1 (stereo not given)	102.0	104.0	-4.0	0.8	104.0	8.5	-91.2	106.0	105.0	103.0	116.2
Cc1occc1C(=O)NC(C)C1CCCO1 (stereo not given)	96.0	96.0	-4.0	9.2	97.0	-10.2	-5.5	96.0	98.0	94.0	105.6
O=C1c2ccccc2C(=O)C12OC2c1ccc(Cl)cc1Cl (stereo not given)	97.0	99.0	0.0	20.9	97.0	10.7	-16.2	84.0	98.0	93.0	101.7
CCc1ccccc1NC(=S)N(CCN(C)C)C(C)c1ccco1 (stereo not given)	100.0	102.0	-1.0	26.5	100.0	-6.7	-44.4	102.0	102.0	100.0	99.6
COC(=O)CSc1[nH]c(=O)cc(C)c1C#N	100.0	101.0	-1.0	6.6	99.0	/	-4.4	99.0	100.0	97.0	105.3
Cc1cccc(N2CCN(C(=O)Cn3sc4nc(C)cc(C)c4c3=O)CC2C)c1 (stereo not given)	98.0	100.0	-4.0	58.7*	99.0	/	-51.8	100.0	102.0	99.0	72.2
COc1cc2c(cc1O)CCN(C(=O)c1ccco1)C2C (stereo not given)	100.0	101.0	-2.0	16.8	103.0	-11.5	-14.6	101.0	107.0	101.0	98.8
CC(=O)Nc1ccc2c(c1)nc1n2CCN(C2CCCCC2)C1	99.0	102.0	0.0	18.1	99.0	/	-63.8	98.0	102.0	96.0	104.0
O=C(CNCC1(N2CCOCC2)CCCCC1)Nc1ccc(Cl)cc1	95.0	107.0	-2.0	16.6	96.0	/	-29.0	94.0	107.0	98.0	97.9
CCOc1cc(C=O)ccc1OCCSc1ccc(C)cc1	97.0	97.0	-3.0	14.2	97.0	/	-5.5	100.0	97.0	95.0	102.6
Cc1ccc(C2C3=C(CCCC3=O)OC3=C2C(=O)CCC3)cc1	102.0	101.0	-1.0	16.1	100.0	11.5	-1.4	107.0	106.0	100.0	103.1
COc1cc(NC(=O)c2cc(-c3cccs3)on2)cc(OC)c1OC	100.0	103.0	-2.0	-13.7	103.0	/	-13.5	102.0	111.0	101.0	100.1
COc1ccc(-n2c(=O)[nH]c3cc(C(=O)NCCc4ccc(Cl)cc4)ccc3c2=O)cc1OC	97.0	101.0	-2.0	-2.3	97.0	-3.3	-10.6	100.0	98.0	94.0	101.4
Cc1nn(-c2ccc(F)cc2)c(N)c1C1(O)C(=O)Nc2ccccc21 (stereo not given)	97.0	99.0	-2.0	23.2	98.0	9.7	-3.6	96.0	99.0	97.0	106.0
O=C(COc1ccccc1)NNC1=NS(=O)(=O)c2ccccc21	101.0	97.0	1.0	29.9	103.0	-7.6	10.4	102.0	100.0	97.0	100.2
CCN1CCN(C(=O)C2CCN(S(=O)(=O)c3cccc4cccnc34)CC2)CC1	104.0	105.0	-3.0	-3.3	104.0	/	-12.1	101.0	107.0	98.0	120.1
Cc1ccc(C(=O)CSc2nnc(COc3cc(C)cc(C)c3)o2)cc1	100.0	103.0	2.0	15.8	99.0	18.8	-26.9	100.0	101.0	95.0	104.9
CC(C(=O)Nc1ccccc1Cl)c1ccc([N+](=O)[O-])cc1 (stereo not given)	96.0	94.0	0.0	9.0	94.0	-2.0	-20.7	98.0	96.0	94.0	101.6
Cc1ccc(NCc2ccccc2)cc1	101.0	100.0	3.0	-21.6	92.0	17.7	-47.3	94.0	87.0	90.0	99.5
COc1cc(CO)ccc1OCc1nnnn1-c1ccc(C)cc1	99.0	102.0	-3.0	4.7	100.0	-8.2	7.2	101.0	100.0	98.0	98.1

Additional structures follow:
SMILES	Rab2 wt GTP	Rab7 wt GTP bind	Bim-Mcl-1	Mcl1 Noxa PPI	HRas wt GTP bind	Pf gamet viab	Mcl1 Bid PPI	Cdc42 wt GTP	Rac1 wt modul	Rac1 mut GTP	RGS8-Gao
CCOC(=O)c1c(NC(=O)c2cccs2)sc(C)c1CC	103.0	100.0	-3.0	7.2	103.0	/	-31.0	102.0	101.0	97.0	100.3
COc1cc([N+](=O)[O-])ccc1NC(=O)CCCOc1ccc(C)cc1	93.0	96.0	-4.0	2.6	96.0	/	-12.3	90.0	92.0	88.0	98.5
CC(C)CCn1c(SCC(=O)N2CC(=O)Nc3ccccc32)nc2scc(-c3cccs3)c2c1=O	100.0	102.0	0.0	33.4	102.0	/	-39.1	101.0	103.0	98.0	100.8
COc1ccccc1N1CCN(C(=O)c2cc3c(=O)n(C)c4ccccc4c3n2C)CC1	99.0	96.0	3.0	9.1	98.0	/	-27.6	101.0	100.0	100.0	103.2
COc1cccc(C(=O)N2c3ccccc3Sc3ccccc32)c1	100.0	98.0	-3.0	10.4	101.0	3.3	-3.8	97.0	103.0	99.0	98.5
CC(C)(C)NC(=O)Nc1ccc2nccnc2c1	98.0	100.0	-3.0	0.3	98.0	/	-0.6	99.0	100.0	97.0	101.6
CN(C)/C=N/c1ncnc2c1cnn2-c1ccc(C(F)(F)F)cn1	101.0	99.0	-8.0	-13.8	100.0	-16.5	-9.3	108.0	106.0	99.0	102.9
CCCCCCCCCCCCCCCC[n+]1ccc(/C=N/O)cc1	100.0	99.0	-1.0	19.3	102.0	27.8	33.9	101.0	105.0	101.0	104.2
Nc1nnc(SCCN2C(=O)c3ccccc3S2(=O)=O)s1	97.0	100.0	-5.0	-8.5	96.0	-17.0	-10.8	98.0	98.0	96.0	103.0
C/C(=N\Nc1nc(N2CCOCC2)nc(N2CCOCC2)n1)c1ccc([N+](=O)[O-])cc1	97.0	96.0	2.0	19.2	98.0	-6.9	-22.4	100.0	106.0	101.0	99.8
Cc1ccc(C(=O)c2c(NC(=O)c3ccncc3)sc3c2CCCC3)cc1	96.0	96.0	-1.0	11.0	96.0	12.5	-0.9	92.0	93.0	92.0	105.0
CCN(CC)S(=O)(=O)c1ccc(Oc2ccc(S(=O)(=O)N(CC)CC)cc2)cc1	106.0	102.0	1.0	9.7	104.0	18.2	5.5	106.0	106.0	101.0	92.0
CCOC(=O)c1ccc(NC(=O)C2CCCN(S(=O)(=O)c3cnc[nH]3)C2)cc1 (stereo not given)	100.0	100.0	0.0	15.2	100.0	/	-11.2	100.0	100.0	98.0	103.7
Cc1ccc2nc(SCC(=O)NCc3ccco3)c(C)cc2c1	94.0	96.0	0.0	12.4	95.0	5.3	-38.7	92.0	100.0	94.0	100.5
O=C(O)CC(c1ccc(Cl)cc1)N1C(=O)CCC1=O (stereo not given)	97.0	97.0	0.0	-2.2	98.0	2.7	-9.5	99.0	99.0	97.0	101.0
Cc1nn2c(=O)cc(CSc3nc4ccccc4[nH]3)nc2s1	99.0	98.0	-7.0	-0.6	101.0	/	13.4	100.0	101.0	97.0	100.9
COc1ccc(C2=NO[C@@H]3C(=O)N(c4ccc(C)cc4C)C(=O)[C@H]23)cc1OC	101.0	102.0	-2.0	18.4	99.0	-5.4	-0.6	102.0	103.0	98.0	108.7
O=C(NNc1nc2cc3c(cc2s1)OCO3)c1ccccc1	101.0	104.0	-5.0	21.4	100.0	/	-34.0	101.0	103.0	98.0	97.3
COc1ccc(Nc2nc(-c3ccc(OC)cc3)cs2)cc1	100.0	103.0	-6.0	7.7	98.0	31.7	-29.4	99.0	99.0	97.0	101.3
COc1cccc(Nc2nc(C)cc(C)c2C#N)c1	100.0	99.0	-7.0	10.9	100.0	/	6.1	100.0	100.0	98.0	82.9
COc1ccc(S(=O)(=O)N(Cc2cc3ccc(OC)cc3[nH]c2=O)CC2COCCO2)cc1 (stereo not given)	?	?	0.0	2.7	?	/	-11.3	?	?	?	105.3

An excerpt from above in order of heavy-atom count, falling:
SMILES	Rab2 wt GTP	Rab7 wt GTP bind	Bim-Mcl-1	Mcl1 Noxa PPI	HRas wt GTP bind	Pf gamet viab	Mcl1 Bid PPI	Cdc42 wt GTP	Rac1 wt modul	Rac1 mut GTP	RGS8-Gao
CCN1CCN(C(=O)C2CCN(S(=O)(=O)c3cccc4cccnc34)CC2)CC1	104.0	105.0	-3.0	-3.3	104.0	/	-12.1	101.0	107.0	98.0	120.1
COc1ccc(C2=NO[C@@H]3C(=O)N(c4ccc(C)cc4C)C(=O)[C@H]23)cc1OC	101.0	102.0	-2.0	18.4	99.0	-5.4	-0.6	102.0	103.0	98.0	108.7
CNC(=O)C1=C(C)n2c(nc3ccccc32)NC1c1ccc(OC)cc1 (stereo not given)	102.0	104.0	-4.0	0.8	104.0	8.5	-91.2	106.0	105.0	103.0	116.2
Cc1ccc2nc(SCC(=O)NCc3ccco3)c(C)cc2c1	94.0	96.0	0.0	12.4	95.0	5.3	-38.7	92.0	100.0	94.0	100.5
O=C(NNc1nc2cc3c(cc2s1)OCO3)c1ccccc1	101.0	104.0	-5.0	21.4	100.0	/	-34.0	101.0	103.0	98.0	97.3

Bioassay records: PubChem BioAssay, several laboratories
